# High-throughput results (PubChem BioAssay)
# TSG101-PTAP inh: TSG101-PTAP interaction inhibition, HIV-1 budding; Fluorescence polarization, FITC-PTAP peptide/Tsg101, 20 min; Potency, µM (titrated, usually from 115 µM), for inactives: at the top dose activity change, negative = inhibition, most hits filed as inhibitors; 44,000 tested, under 10 active; note: potency is the fitted concentration of half-maximal effect; 0% is about no effect
# Target sequence (Q99816 whole entry, looked up): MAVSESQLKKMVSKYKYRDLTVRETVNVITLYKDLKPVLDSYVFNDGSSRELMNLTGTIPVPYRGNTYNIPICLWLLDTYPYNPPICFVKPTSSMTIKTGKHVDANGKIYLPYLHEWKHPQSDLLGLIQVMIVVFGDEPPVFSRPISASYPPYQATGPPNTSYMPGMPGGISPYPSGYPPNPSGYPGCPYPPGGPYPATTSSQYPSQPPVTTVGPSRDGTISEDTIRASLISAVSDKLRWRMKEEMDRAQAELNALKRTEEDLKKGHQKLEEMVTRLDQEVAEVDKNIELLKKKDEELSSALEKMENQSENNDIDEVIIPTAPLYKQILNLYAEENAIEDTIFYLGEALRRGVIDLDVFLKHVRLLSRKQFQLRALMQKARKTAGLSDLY
#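 Read-out is FITC fluorescence polarization. Compounds were added to Tsg101 binding domain (10 uM final), then FITC-PTAP peptide (50 nM final), 20 min at r.t. Total S+P intensity flags fluorescent compounds.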
# NTMT1 inh: blocks human N-terminal methyltransferase 1 activity; 59,000 tested, 2.5% active; Potency, µM (series often up to 114 µM), without a hit: at the highest dose activity change, negative = inhibition, actives largely listed as inhibitors; NTMT1 MTase-Glo SAH luminescence, purified enzyme;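 note: potency is the fitted concentration of half-maximal effect; plate controls were DMSO vehicle for no effect and no enzyme for full effect; nearly all actives have a fitted effect of over 65% in size; many of its hits are not listed in these tables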
# Target sequence (Q9BV86 whole entry, looked up): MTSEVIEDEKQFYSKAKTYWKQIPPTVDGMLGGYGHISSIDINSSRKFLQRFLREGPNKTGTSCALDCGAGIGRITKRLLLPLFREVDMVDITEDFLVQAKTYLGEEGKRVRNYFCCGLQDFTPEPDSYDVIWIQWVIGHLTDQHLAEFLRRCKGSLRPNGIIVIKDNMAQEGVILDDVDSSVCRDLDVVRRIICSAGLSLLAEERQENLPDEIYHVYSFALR
# p53null 32C kill: p53 null cell cytotoxicity, permissive temperature | Potency, µM (highest dose often 46.1 µM), for the others: top-dose activity change, negative = cytotoxicity, most hits filed as cytotoxic | 55,000 tested, 0.62% active | H1299-neo p53 null cells, ATP luminescence, 24 h, 32C;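 note: potency is the fitted concentration of half-maximal effect; 0% = DMSO only and -100% = full killing by 100 µM tamoxifen; nearly all actives have a fitted effect of over 55% in size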
#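 We seeded p53-null H1299-neo cells, incubated them overnight at 37C, and added compounds across a range up to 46 uM. After 24 hours at 32C, ATP reagent was applied for 20 min at room temperature and luminescence recorded.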
# FH mod: Identification of activators of human fumarate hydratase by quantitative high-throughput screening; Fumarate hydratase, mitochondrial (Homo sapiens), P07954; FH coupled MDH/diaphorase resazurin fluorescence, 15 min; Potency, µM (top dose mostly 79.9 µM), without a hit: at the highest dose activity change, negative = inhibition, hits mostly inhibitors; 54,000 tested, 0.22% active; AID 1347055, 2019; note: potency is the fitted concentration of half-maximal effect; % is set by controls: 0 for no effect and ±100 for the full control effect; the screen sought activators but most active calls are inhibition curves; nearly all actives have a fitted effect of over 45% in size
# B2AR arrestin ag: ADRB2 beta-arrestin recruitment. AID 1347077. P07550. HTLA Tango cells, beta-arrestin recruitment, luciferase luminescence, 18 h. 44,000 tested, under 10 active. Potency, µM (top dose mostly 46.1 µM), for inactives: at the top dose activation, hits mostly activators;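 note: potency is the fitted concentration of half-maximal effect; 0% = DMSO and full agonism = EC100 isoproterenol or metaproterenol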
#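 First, Tango cells carrying beta2-AR and beta-arrestin fusions received compound up to 46 microM. After 18 hr at 37 degrees C, luciferase substrate was added for 15 minutes, then luminescence gave %Activity for curve fitting.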
# p53null 39C tox: selectivity test: cytotoxicity in p53 null cells, nonpermissive temperature; H1299 p53-null (neo) cells, 39C, ATPlite viability, 24 h; Potency, µM (highest dose often 46.1 µM), for the others: at the top dose activity, negative = cell killing, most hits filed as cytotoxic; 55,000 tested, 0.97% active;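 note: potency is the fitted concentration of half-maximal effect; 0% = DMSO only and -100% = full killing by 100 µM tamoxifen; nearly all actives have a fitted effect of over 50% in size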
#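 H1299 lung cancer cells, p53-null (H1299-neo) or expressing p53 A138V (H1299-p53A138V), were plated overnight at 37C, then exposed to compounds at up to 46 uM for 24 hr at 39C. Viability was read by ATP-based luminescence.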
# GALK inh: inhibitors of human galactokinase (GALK). recombinant GALK, Kinase-Glo ATP luminescence, 1 h. AID 1347072. Potency, µM (top dose mostly 57.5 µM), for the others: at the top dose activity, negative = inhibition, hits mostly inhibitors. P51570. 44,000 tested, under 10 active;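 note: plate controls were full GALK reaction for no effect and reaction lacking GALK for full effect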
# Target sequence (P51570 whole entry, looked up): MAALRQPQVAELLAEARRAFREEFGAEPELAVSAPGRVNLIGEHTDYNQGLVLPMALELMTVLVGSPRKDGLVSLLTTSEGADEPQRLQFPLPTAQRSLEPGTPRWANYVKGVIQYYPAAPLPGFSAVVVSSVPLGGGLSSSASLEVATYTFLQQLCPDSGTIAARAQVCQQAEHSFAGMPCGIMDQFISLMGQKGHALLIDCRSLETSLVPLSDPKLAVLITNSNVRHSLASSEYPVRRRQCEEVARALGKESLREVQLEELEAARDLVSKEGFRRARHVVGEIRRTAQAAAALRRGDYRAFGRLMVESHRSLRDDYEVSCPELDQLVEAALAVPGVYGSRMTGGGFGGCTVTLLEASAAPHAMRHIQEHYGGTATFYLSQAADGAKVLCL
#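 5 nM GALK; 35 uM ATP; 100 uM D-galactose; 20 mM HEPES pH 8.0, 5 mM MgCl2, 60 mM NaCl, 1 mM DTT, 0.01% BSA; 1 h RT; Kinase-Glo Plus luminescence.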
# Starred values were filed as active, the others as inactive; ? = inconclusive; · = not tested or not shown; [ ] = remark or other dose. Calls come from the whole dose curve; as a rule, active = well fitted curve in the direction sought with a large enough effect; inconclusive = small, poorly fitted or top-dose-only effect, or another doubt; inactive = no such curve, though single readings can be large; an effect the other way counts as inactive or inconclusive.
SMILES,TSG101-PTAP inh,NTMT1 inh,p53null 32C kill,FH mod,B2AR arrestin ag,p53null 39C tox,GALK inh
COc1ccc(CNC(=O)CCc2c(C)nn(-c3ccc(N4CCCC4)nn3)c2C)c(OC)c1,-3%,·,3%,·,0%,16%,0%
CCOC(=O)c1ccccc1NC(=O)c1cnc(N2CCOCC2)c2ccccc12,-3%,-12%,0%,-19%,0%,90%[activator],-7%
O=C(CCCn1c(=O)c2cccn2c2cccnc21)NCCc1ccc(Cl)cc1,2%,?,7%,-5%,2%,-16%,3%
COc1ccc(NC(=O)C(=O)NCC(c2cccnc2)N2CCc3ccccc32)cc1OC (stereo unspecified),3%,-11%,9%,?,1%,-10%,4%
CCOC(=O)c1cccc(NC(=O)C2=C(C)C(=O)OC23CCCCC3)c1,1%,3%,-2%,-10%,0%,-1%,0%
O=C(NCc1ccccc1)c1ccc2c(c1)CCN2S(=O)(=O)c1ccccc1,-6%,28%,9%,-12%,1%,-4%,?
CCc1ccc(CNC(=O)c2ccc3c(c2)nc2n3CCCCC2)cc1,-5%,-14%,-16%,6%,0%,-20%,-9%
Cc1ccc(NC(=O)c2cc3c(=O)[nH]c4ccccc4c3n2C)cc1F,0%,5%,0%,6%,1%,17%,5%
Cc1cc(C)c2oc(-c3cccc(NC(=O)c4cc5ccccc5o4)c3)nc2c1,3%,3%,2%,-2%,0%,-7%,-2%
CCOc1ccc(S(=O)(=O)Nc2ccc3oc(C)c(C(=O)OC(C)C)c3c2)cc1,-2%,7%,84%[activator],?,7%,2%,2%
CCN(c1cc(C)cc(C)c1)S(=O)(=O)c1nnc(NC(=O)c2ccccc2C)s1,-1%,7%,4%,-9%,0%,-2%,2%
COc1ccc(CNC(=O)c2ccc(-c3nc(CSc4ccc(C)cc4)c(C)o3)cc2)cc1OC,6%,-11%,0%,7%,1%,-18%,3%
CCC(C(=O)Nc1cc(C)ccc1OC)n1nnc(C(=O)OC)c1C(=O)OC (stereo unspecified),-2%,6%,-1%,-4%,-2%,6%,3%
COc1ccc(CN(C(=O)Cc2coc3ccc(C)cc23)C2CCS(=O)(=O)C2)cc1 (stereo unspecified),-1%,6%,2%,-11%,-1%,-3%,-11%
Cc1ccc(-c2nnc(SCC(=O)NC(C)(C)C)nc2-c2ccc(C)cc2)cc1,-1%,4%,12%,-21%,-1%,-15%,2%
Cc1ccc(-n2c(=O)c3ccc(C(=O)NCc4ccco4)cc3n(Cc3ccccc3Cl)c2=O)cc1,-2%,-15%,16%,0%,1%,-5%,7%
Cc1ccc(S(=O)(=O)c2nc(S(=O)(=O)c3ccc(C)cc3)c(NCCCOC(C)C)s2)cc1,2%,0%,-1%,-6%,-1%,6%,-3%
CCOc1ccc(OCC)c(Nc2nc3ccc(C(=O)c4ccccc4)cc3n3cnnc23)c1,-1%,?,0%,-1%,-1%,?,8%
Cc1ccc(C(=O)N2CCCCC2)cc1NC(=O)c1nsc2ccccc12,-1%,-1%,1%,-13%,-1%,-3%,1%
Cc1cccc(CCn2c(=O)c3ccccc3n(Cc3cccc(F)c3)c2=O)c1,-2%,-17%,1%,-17%,0%,-10%,2%
CCOc1ccc(C(=O)NCc2nc(-c3ccc(Cl)cc3)no2)cc1OCC,2%,-3%,-6%,-25%,0%,-29%,8%
Cc1cccc(C)c1NC(=O)CN1C(=O)c2ccccc2Sc2ncccc21,-1%,-3%,0%,-4%,1%,-4%,-9%
CCc1nc(C)cn1S(=O)(=O)c1ccc(Cl)c(Cl)c1OC,-18%,-14%,1%[9.22 µM],-14%,0%,-15%,6%
CCc1nonc1NC(=O)c1oc2ccc(Br)cc2c1C,-1%,12%,-1%,6%,0%,-9%,3%
O=C(COc1ccccc1Cl)OCc1cc(=O)n2nc(-c3cccs3)sc2n1,-5%,6%,-3%,6%,0%,1%,2%
O=C1CC(c2ccc(Cl)cc2)c2cc3c(cc2N1)OCCO3 (stereo unspecified),-2%,-7%,27%,-18%,1%,14%,-7%
Cc1cc(C)n(-c2nnc(Nc3ccc(C(C)C)cc3)c3ccccc23)n1,-4%,10%,16%,-16%,1%,13%,-3%
COc1ccc(CNCc2c(C(=O)O)c(C)n(Cc3ccccc3C)c2C)c(OC)c1,-2%,5%,7%,-2%,?,-14%,1%
O=C(NC1CCCC1)c1ccc(CSc2nc3ccncc3n2Cc2cccc(F)c2)cc1,0%,6%,14%,-5%,0%,-8%,7%
CCCNC(=O)c1ccc(Cn2c(SCC(=O)NC(C)C)nc3ccccc3c2=O)cc1,0%,-3%,0%,7%,1%,-15%,-1%
COc1ccc(-c2cc(C(F)(F)F)nc(SCC(=O)Nc3ccc(C(C)=O)cc3)n2)cc1,0%,10%,5%,4%,-2%,-6%,19%
CCCN1C(=O)C(Cc2nc3ccccc3c(=O)n2-c2cccc(C)c2)c2ccccc21 (stereo unspecified),-4%,-10%,10%,-21%,-2%,15%,0%
Cc1cccc(-n2ncc(C(=O)NCc3ccco3)c2C2CCN(C(=O)OC(C)(C)C)CC2)c1,-8%,5%,8%,-10%,2%,21%,-2%
Cc1cccc(N2CCN(C(=O)C3CCN(S(=O)(=O)c4c(C)noc4/C=C/c4ccccc4F)CC3)CC2C)c1 (stereo unspecified),0%,0%,-5%,-22%,-1%,16%,-4%
CCOc1ccc(CCNC(=O)c2cnc3sc(N4CCCC4)nn3c2=O)cc1,-5%,6%,-14%,2%,1%,-25%,1%
COc1ccc(OC)c(C(=O)CC2(O)C(=O)N(Cc3ccccc3C)c3ccccc32)c1 (stereo unspecified),-2%,?,14%,?,-2%,?,2%
Cc1ccccc1CNC(=O)CN(c1cccc(C)c1C)S(C)(=O)=O,1%,9%,-4%,6%,4%,30%,-1%
Cc1cc(C)n(-c2nc3cc(Cl)ccc3nc2N2CCN(c3ccccc3F)CC2)n1,1%,-3%,-7%,-8%,3%,4%,0%
Cc1ccc(C(C)C)c(OCC(=O)Nc2cc(-c3nc4ccccc4[nH]3)ccc2C)c1,2%,2%,?,-5%,1%,7.9µM*,0%
CCOc1ccccc1NC(=O)Cn1c(=O)oc2ccccc21,2%,-4%,-12%,?,-2%,8%,2%
CCc1ccccc1N(C)C(=O)c1cc2c(Cl)nc3ccc(C)cc3c2s1,1%,-20%,-1%,-20%,0%,17%,-1%
CC(C)CC(=O)Nc1nnc(S(=O)(=O)N2CCc3ccccc32)s1,0%,30%,2%,3%,1%,-13%,2%
Cc1nn(-c2ccccc2)c2c1N(CCCC(=O)NCc1ccc(Cl)cc1)C(=O)CS2,-4%,-5%,-6%,-10%,1%,-4%,0%
COc1cc(C(=O)Nc2ccc(OCc3cc(=O)n4ccc(C)cc4n3)cc2)cc(OC)c1OC,4%,10%,-9%,-14%,-1%,-7%,3%
O=C(Nc1ccccc1OCc1cc(=O)n2ccccc2n1)Nc1ccccc1C(F)(F)F,2%,-2%,-3%,-14%,-1%,-27%,-2%
Cc1ccc(-n2nc(C)c3c(C(=O)NCc4ccc(F)cc4)cc(C)nc32)cc1,5%,0%,-5%,-5%,0%,-23%,-1%
COCCCNC(=O)c1cc(-c2ccc(OC)cc2)nc2n[nH]c(-c3ccc(Cl)cc3)c12,0%,5%,-7%,-3%,0%,19%,-3%
CCn1c(C)c(C)c2cc(C(=O)NCc3ccc(N(C)C)cc3)ccc21,-4%,4%,14%,-14%,0%,-3%,-2%
CCc1cccc(NC(=O)C2CCN(C(=O)c3cnn(-c4ccccc4)c3-n3cccc3)CC2)c1,-3%,-3%,16%,-14%,-3%,2%,-4%
O=C(NCCC1=CCCCC1)c1ccc2c(c1)N(Cc1ccccc1F)C(=O)c1ccccc1S2=O (stereo unspecified),-6%,8%,5%,-31%,0%,15%,8%
Cc1ccc(-n2nc(C(=O)N3CCCCC3C)c(=O)n(C)c2=O)cc1 (stereo unspecified),-9%,-5%,1%,-18%,0%,-4%,-5%
CC1CCN(S(=O)(=O)c2ccc3c(ccn3CC(=O)NCc3ccc(N(C)C)cc3)c2)CC1,2%,?,3%,-27%,2%,2%,0%
COc1ccc(-c2nc3ccc(C(=O)NCc4ccc(C)cc4)cc3nc2-c2ccc(OC)cc2)cc1,-7%,-1%,-2%,-25%,3%,16%,-3%
CCOC(=O)C(C)Sc1nc(-c2ccccc2)ccc1C#N (stereo unspecified),1%,-3%,-6%,-15%,1%,-35%,-2%
O=C(Nc1nnc2n1CCS2)c1cc(C(F)(F)F)cc(C(F)(F)F)c1,0%,12%,7%,?,0%,16%,0%
CCOc1ccc(CCNC(=O)CCc2cn(Cc3ccccc3F)c3ccccc23)cc1OCC,1%,-7%,14%,-24%,0%,-7%,1%
Cc1c(NC(=O)c2ccc(OC(C)C)cc2)cccc1-c1nc2ncccc2o1,2%,7%,-7%,6%,1%,?,2%
CCn1ccc2cc(S(=O)(=O)N3CCC(C(=O)NCCOC)CC3)ccc21,-6%,2%,-5%,-3%,0%,-16%,0%
COc1ccc2c(CNC3CCC(C)CC3)c(C(=O)O)n(Cc3ccccc3)c2c1 (stereo unspecified),-13%,-9%,-9%,-20%,-1%,-10%,?
CC(=O)Nc1ccc(NS(=O)(=O)c2c(C(=O)N3CCCCCC3)c(C)n(C)c2C)cc1,-6%,0%,4%,7%,-1%,16%,4%

# A draw from above in order of molar mass, largest number first:
SMILES,TSG101-PTAP inh,NTMT1 inh,p53null 32C kill,FH mod,B2AR arrestin ag,p53null 39C tox,GALK inh
O=C(NCCC1=CCCCC1)c1ccc2c(c1)N(Cc1ccccc1F)C(=O)c1ccccc1S2=O (stereo unspecified),-6%,8%,5%,-31%,0%,15%,8%
CCc1cccc(NC(=O)C2CCN(C(=O)c3cnn(-c4ccccc4)c3-n3cccc3)CC2)c1,-3%,-3%,16%,-14%,-3%,2%,-4%
Cc1ccc(-n2nc(C)c3c(C(=O)NCc4ccc(F)cc4)cc(C)nc32)cc1,5%,0%,-5%,-5%,0%,-23%,-1%

# Going on with the list:
SMILES,TSG101-PTAP inh,NTMT1 inh,p53null 32C kill,FH mod,B2AR arrestin ag,p53null 39C tox,GALK inh
CC[C@H](C)NC(=O)CCCc1nnc2n(CCC(C)C)c(=O)c3sccc3n12,-1%,5%,2%,0%,4%,30%[activator],?
COc1ccc(CNC(=O)CCc2c(C)nn(-c3ccc(N4CCCCC4)nn3)c2C)c(OC)c1,0%,·,-8%,·,5%,-2%,4%
CCOc1ccc(NC(=O)c2cc(S(=O)(=O)N3CCc4ccccc43)ccc2F)cc1,-2%,1%,3%,-15%,3%,10%,-1%
CC(=O)c1cccc(NC(=O)c2nc(-c3ccccc3)n(-c3ccccc3)n2)c1,2%,5%,1%,-10%,-2%,-5%,0%

# Some values from the entries so far.
# Result for CC(=O)c1cccc(NC(=O)c2nc(-c3ccccc3)n(-c3ccccc3)n2)c1 under NTMT1 inh: 5%
# Result for CC[C@H](C)NC(=O)CCCc1nnc2n(CCC(C)C)c(=O)c3sccc3n12 under p53null 32C kill: 2%

# This is a subset; rates above refer to the full screens.
